# Assay outcomes (PubChem)
# thrombin 1536 = human alpha-thrombin inhibitors, primary screen, counter-screen for coagulation protease inhibitor project, biochemical, 1536-well, fluorogenic AMC substrate; inhibition, % at 5 µM; AID 1046, 2008; hit rate 0.26% among 220,000; Boc-VPR-AMC fluorogenic substrate cleavage;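 active = inhibition at or above 40%; inactive = inhibition below 40%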;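 note: 0% = enzyme with no compound and 100% = wells without enzyme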
#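 Material: Human alpha-thrombin protein | Buffer or medium: pH 7.5 Tris-saline with Tween 20 | Reagent: Boc-VPR-AMC substrate, 15 µM final | Schedule: Reaction at ambient temperature | Detection: AMC fluorescence at 355 nm excitation and 460 nm emission | Evaluation: Percent inhibition scaled between no-compound controls and no-enzyme blanks | Controls: no-compound enzyme wells and no-enzyme blanks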
# hK5 inh = human KLK5 protease inhibitors, primary screen, biochemical, 1536-well | Kallikrein-5 (Homo sapiens), Q9Y337 | recombinant hK5, fluorogenic AMC substrate cleavage | inhibition, % at 5 µM | hit rate 0.59% among 210,000 | AID 873, 2007;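 active = inhibition of 40% or more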;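 note: 0% = enzyme controls without compound and 100% = no-enzyme blanks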
# Target sequence (Q9Y337 67-293 limits assumed): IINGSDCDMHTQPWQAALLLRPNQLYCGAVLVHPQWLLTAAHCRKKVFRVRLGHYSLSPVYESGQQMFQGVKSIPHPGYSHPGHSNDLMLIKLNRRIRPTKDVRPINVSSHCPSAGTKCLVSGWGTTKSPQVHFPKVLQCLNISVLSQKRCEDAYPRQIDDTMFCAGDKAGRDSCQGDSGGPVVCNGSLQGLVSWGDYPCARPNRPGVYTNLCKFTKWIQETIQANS
# FXIa inh 1536 = human FXIa protease inhibitors, primary screen, biochemical, 1536-well. purified FXIa, Boc-Glu-Ala-Arg-AMC fluorogenic substrate. hit rate 0.14% among 220,000. inhibition, % at 5 µM. AID 798, 2007. Coagulation factor XI (Homo sapiens), P03951;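 active = inhibition of at least 40%; inactive = inhibition below 40%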;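 note: fluorescence of freed AMC excited at 355 nm; 0% = enzyme without compound and 100% = no enzyme blank; many of its hits are not listed in these tables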
# L929 necroptosis = inhibitors of zVAD-triggered necroptosis, primary screen, L929 cells | L929 zVAD necroptosis rescue, ATP luminescence, 24 h; with zVAD 60 µM | viability rescue, % at 10 µM | hit rate 0.38% among 220,000 | AID 1377, 2008;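 active = activation, scaled between plate controls, above about 75%, limit read from the data; inactive = activation under that limit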;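 note: 0% = zVAD with DMSO and 100% = DMSO alone without zVAD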
# FXIIa inh = human FXIIa protease inhibitors, primary screen, biochemical, 1536-well; inhibition, % at 5 µM; purified FXIIa, Boc-QGR-AMC fluorogenic substrate, 2 h; Coagulation factor XII (Homo sapiens), P00748; AID 800, 2007; hit rate 0.3% among 220,000; in the data active = inhibition above about 40%;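 note: 0% = enzyme with no compound and 100% = blank without enzyme; many of its hits are not listed in these tables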
# TNF death inh = inhibitors of TNF-alpha triggered necroptosis, primary screen, cell-based, Jurkat FADD-/-, single concentration. Jurkat FADD-/- TNF necroptosis rescue, ATP luminescence, 24 h; 0 = TNF only, 100 = no-TNF cells. activation (protection from cell death), % at 10 µM. hit rate 0.068% among 220,000;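 active = activation, meaning protection from cell death, of at least 50% relative to plate controls; inactive = activation below 50%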;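 note: necroptosis triggered by 40 ng/mL TNF-alpha added together with compound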
# KCC2 mod = KCC2 cotransporter modulators, thallium flux, primary screen, cell-based, HEK293 KCC2, FluoZin-2 fluorescence, MLSMR. hit rate 2.2% among 190,000. Solute carrier family 12 member 5 (Homo sapiens), Q9H2X9. B-score of Tl+ flux slope (higher = more flux/activation; lower = inhibition) at 10 µM. KCC2 cells, thallium flux FluoZin-2 fluorescence;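 active = thallium flux slope and its plate-corrected score both differing from the plate sample mean at a set confidence after two filtering rounds, in either direction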;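 note: slope of fluorescence scaled to starting intensity during 10 to 20 s after thallium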
# Rad51 HR inh = human RAD51 strand exchange inhibitors, primary screen, biochemical, fluorescence | hRad51 DNA strand exchange, fluorescence dequenching | AID 1385, 2008 | hit rate 0.085% among 200,000 | DNA repair protein RAD51 homolog 1 (Homo sapiens), Q06609 | inhibition, % at 10 µM;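 active = inhibition above 40% at the single screening dose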;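 note: 0% = DMSO control wells and 100% = blanks with heterologous ssDNA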
# Target sequence (Q06609 whole entry, looked up): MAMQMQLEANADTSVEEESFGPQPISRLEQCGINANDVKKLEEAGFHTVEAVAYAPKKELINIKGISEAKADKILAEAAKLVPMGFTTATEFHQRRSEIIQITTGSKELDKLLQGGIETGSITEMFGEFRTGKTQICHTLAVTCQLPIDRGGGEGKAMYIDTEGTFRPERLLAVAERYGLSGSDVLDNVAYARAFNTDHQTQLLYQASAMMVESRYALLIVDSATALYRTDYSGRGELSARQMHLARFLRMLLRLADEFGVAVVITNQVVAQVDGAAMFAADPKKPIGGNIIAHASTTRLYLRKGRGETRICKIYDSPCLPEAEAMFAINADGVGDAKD
#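 Test system: preformed human Rad51 ssDNA filaments; also added: Donor/quencher-labelled 47-bp dsDNA substrate; doses: 10 µM final, single point; times: 37 °C 15-min filament assembly, 30-min compound preincubation, 15-min exchange; detection: FRET fluorescence dequenching, excitation 485 nm, emission 520 nm; read-out basis: Fluorescence-based percent inhibition, control- and blank-normalised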
# Hck Nef HTS = inhibitors of Nef-activated human Hck kinase, primary screen, biochemical, Z-Lyte FRET, 384-well, Hck-YEEI; Tyrosine-protein kinase HCK (Homo sapiens), P08631; Recombinant Hck-YEEI plus Nef, Z-Lyte FRET kinase assay; inhibition, % at 20 µM; hit rate 0.68% among 220,000;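 active = Hck-Nef kinase inhibition above about 50%, limit read from the data; inactive = inhibition below that limit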;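 note: 0% = DMSO with Hck plus Nef and 100% = Hck alone without Nef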
# Target sequence (P08631 whole entry, looked up): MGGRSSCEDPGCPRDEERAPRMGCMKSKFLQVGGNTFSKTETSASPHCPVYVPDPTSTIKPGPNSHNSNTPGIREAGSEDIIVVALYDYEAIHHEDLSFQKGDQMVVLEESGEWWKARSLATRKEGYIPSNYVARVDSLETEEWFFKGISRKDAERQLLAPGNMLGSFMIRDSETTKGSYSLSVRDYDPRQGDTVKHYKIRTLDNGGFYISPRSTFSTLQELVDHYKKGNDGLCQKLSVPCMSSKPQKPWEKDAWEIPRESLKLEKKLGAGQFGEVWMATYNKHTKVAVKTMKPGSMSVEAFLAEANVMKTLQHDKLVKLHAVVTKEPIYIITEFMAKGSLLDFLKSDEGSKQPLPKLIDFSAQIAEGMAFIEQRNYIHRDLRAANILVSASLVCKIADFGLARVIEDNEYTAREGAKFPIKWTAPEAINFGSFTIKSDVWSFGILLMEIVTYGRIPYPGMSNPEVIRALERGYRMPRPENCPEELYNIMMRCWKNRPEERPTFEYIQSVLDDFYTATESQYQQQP
# Active calls of the source: *; i = inactive; / = not tested or not shown. This is a subset, so the mix of outcomes need not match the whole.
SMILES,thrombin 1536,hK5 inh,FXIa inh 1536,L929 necroptosis,FXIIa inh,TNF death inh,KCC2 mod,Rad51 HR inh,Hck Nef HTS
N#Cc1nc(N2CCOCC2)nc(N2CCOCC2)n1,1,3,7,-0.2,16,-4.1,0.05,9,-1
Cn1nnnc1SCC(=O)Nc1ccccc1N1CCCCC1,3,-20,1,0.4,14,-0.5,-0.75,0,0
O=S(=O)(Nc1cccc(S(=O)(=O)N2CCOCC2)c1)c1ccc(Cl)s1,-1,-4,-5,0.1,2,0.3,0.016,28,12
C=CCc1ccc(OCCCOc2ccc(C)c(C)c2)c(OC)c1,2,-2,9,-0.6,19,1.1,1.4,0,2
COc1ccc(NC(=O)c2c(F)c(F)c(F)c(F)c2F)cc1Cl,4,-14,14,0.4,6,4.7,/,-4,14
COc1ccc(NC(=O)N2CCCC2C(=O)NCc2ccc(F)cc2)cc1 (stereo not drawn),-2,-17,0,0.4,12,-1.3,-0.38,5,10
Cc1nc([N+](=O)[O-])cn1CC(O)c1ccc(-c2ccccc2)cc1 (stereo not drawn),1,0,2,0.3,4,0.4,-0.99,8,9
COc1cccc(-c2noc(Cn3nc(C)c([N+](=O)[O-])c3C)n2)c1,5,-17,6,0.0,11,-1.3,0.61,7,-2
CCOc1ccc(CONS(=O)(=O)c2ccc(NC(C)=O)cc2)cc1Cl,7,5,7,0.9,16,2.0,0.74,13,1
CC(C)c1ccc(NC(=O)C(=O)C2C(=O)Nc3ccccc32)cc1 (stereo not drawn),0,3,1,16,7,-0.2,/,-94,12
CCN1C(=O)c2cccc3c(S(=O)(=O)NC(Cc4c[nH]c5ccccc45)C(=O)O)ccc1c23 (stereo not drawn),-9,-31,-9,-0.1,-4,-1.3,-0.056,/,3
O=C(COc1cc(F)ccc1[N+](=O)[O-])NCCCc1ccccc1,-3,/,-2,0.0,12,-1.4,-2.2,/,13
O=C(c1cccs1)N1CCC2(O)CCCCC2C1c1ccc(F)cc1 (stereo not drawn),-4,-7,22,-0.5,21,0.7,-0.69,-1,0
COC(=O)C1=C(C)N(c2ccc(Br)cc2)C(=O)/C1=C\c1ccco1,2,-3,-10,0.0,-1,-0.5,2,-10,1
Cc1ccc(S(=O)(=O)N2C(=O)CCC2C(=O)Nn2cnnc2)cc1 (stereo not drawn),1,-13,2,-0.2,18,0.2,-3.1,-5,1
Cc1cc(NC(=O)CSc2nnc(-c3cccnc3)n2C2CCCCC2C)no1 (stereo not drawn),-3,1,0,1.1,6,-0.4,-0.65,3,3
COc1nc(N(C)C)nc(-n2nnc(C(C)=O)c2C)n1,0,5,12,0.7,39,1.8,/,2,2
Cc1c(C(=O)NCc2cccnc2)oc2ccc(S(=O)(=O)N3CCCC(C)C3)cc12 (stereo not drawn),1,-5,7,1.2,19,-7.6,-0.011,-1,-1
CCOC(=O)c1ccc(NC(=O)NCCN2CCCCC2)cc1,-3,-3,3,5.4,-2,1.7,0.068,3,2
CC(=O)Nc1ccc(S(=O)(=O)NC(C)C(=O)NC(C)c2ccccc2)cc1 (stereo not drawn),-11,-4,-2,0.7,4,-0.1,1.4,1,5
COc1ccc(C(O)P(=O)(OC(C)C)OC(C)C)c(OC)c1 (stereo not drawn),-4,0,11,0.3,6,0.9,-0.73,9,0
Cc1cc(C)c(C)c(S(=O)(=O)N2CCCCC2C(=O)O)c1C (stereo not drawn),0,-9,0,1.0,12,-0.6,1.7,14,18
O=C(CSc1cccc[n+]1[O-])Nc1c(Br)cc([N+](=O)[O-])cc1Br,-10,-5,-5,0.4,0,1.0,0.83,4,-17
Cc1cccc(C)c1Oc1nc(-c2ccccc2)ncc1S(=O)(=O)c1ccccc1,-3,-3,-5,0.7,5,17,1.2,-3,1
CC1CN(C(=O)Nc2ccccc2)c2ccccc2-[n+]2ccsc21 (stereo not drawn),-1,-9,0,-0.4,7,-0.4,0.57,/,2
CSc1ccccc1C(=O)NCC1CCCO1 (stereo not drawn),-6,-10,-20,-0.5,-4,0.7,/,2,-1
Cc1[nH]c2ccccc2c1C(=O)NS(=O)(=O)Nc1ccccc1,-8,-5,4,3.2,4,-0.2,0.45,0,21
CCCc1cc(C(=O)Nc2sc3c(c2C#N)CCC3)no1,-2,7,-6,0.8,-2,0.1,6.2*,/,18
Cc1ccc(SCc2nc(-c3ccncc3)no2)cc1,1,-19,-2,0.4,-4,7.0,-0.056,9,-2
Cc1ccc(CSCCNC(=O)c2ccc(NS(C)(=O)=O)cc2)cc1,2,-27,-4,5.9,0,1.1,-0.075,-12,0
CC(C)CN1CCC(C(=O)NCC2CCCO2)CC1 (stereo not drawn),-1,-5,4,1.0,11,-0.4,-0.14,-4,6
O=C1OCc2ccc(NC(=O)c3sccc3Cl)cc21,-5,0,-2,1.1,5,2.0,0.77,16,12
CC(C)OP(=O)(OC(C)C)C(O)c1cccc([N+](=O)[O-])c1 (stereo not drawn),-5,-3,-4,0.2,2,1.0,0.78,/,29
COc1cc([N+](=O)[O-])ccc1NC(=O)/C=C\C(=O)O,-4,6,1,0.6,8,-1.0,0.59,-6,10
COc1ccc(-c2cc(C)nc3c(-c4ccccc4)cnn23)cc1,-6,/,2,1.9,7,0.0,-0.39,/,-12
C=CCn1c(C)cc(C2=NNC(=NC(C)(C)C)SC2)c1C,-5,-15,-9,/,0,-3.5,-2,/,-5
Cc1[nH]c(=O)[nH]c(=O)c1S(=O)(=O)N1CCCC(C(=O)NCCc2ccc(Cl)cc2)C1 (stereo not drawn),8,17,3,-0.4,17,-0.2,0.43,-9,5
CC(=O)c1cccc(NC(=O)C(C)N2CCc3ccccc3C2)c1 (stereo not drawn),-5,-3,-4,0.3,3,1.1,-1.1,2,25
Cc1noc(C)c1C(=O)N1CCc2ccccc21,-6,-13,-5,-0.1,3,-1.4,0.86,3,2
CS(=O)(=O)N(CC(N)=O)Cc1ccc(Cl)cc1,-1,-15,5,-0.1,12,-1.4,0.04,-8,-21
COC(=O)C1=CN(Cc2cccs2)C=C(C(=O)OC)C1c1ccc(OC)cc1OC,-12,-7,-6,-1.6,0,1.0,-1.2,5,68*
O=C(Nc1ncc(Cc2ccccc2)s1)C1COc2ccccc2O1 (stereo not drawn),-6,20,-6,0.4,2,55*,-0.4,-1,1
NC(=O)c1ccsc1NC(=O)C1CC1,-1,4,4,26,12,3.6,0.093,6,75*
CN1C(=O)/C(=C2\SC(N3CCCCCC3)=NC2=O)c2ccccc21,3,5,2,-0.1,7,-2.3,/,-8,4
C=CCc1cc(/C=N\NC(=O)CSc2nnc(CCCc3ccc(OC)c(C)c3)o2)cc(OC)c1O,2,-2,2,-0.9,4,-1.6,-0.84,6,0
O=C(COC(=O)c1cc[n+]([O-])cc1)Nc1ccccc1Sc1ccccc1,-10,-6,5,13,7,0.3,0.11,8,15
Cn1nc(C(=O)Nc2nc3ccccc3[nH]2)c2ccccc2c1=O,-10,0,5,0.3,13,0.9,0.0074,6,2
O=C(/C=C/c1ccccc1)N/C(=C/c1ccccc1)C(=O)N1CCCCC1,1,-1,1,2.1,13,-3.5,/,-2,-2
CCOP(=O)(c1ccccc1Cl)C1(O)CCCCC1 (stereo not drawn),4,-13,0,0.4,16,-2.4,0.81,9,0
N#Cc1cc(C(=O)c2cc(Br)ccc2O)cn(Cc2ccccc2)c1=O,8,-9,-3,0.1,5,-0.6,0.0037,-18,26

# One compound at a time, from the list above.
# CCOP(=O)(c1ccccc1Cl)C1(O)CCCCC1 (stereo not drawn) in the list: thrombin 1536 = 4; hK5 inh = -13; FXIa inh 1536 = 0; L929 necroptosis = 0.4; FXIIa inh = 16; TNF death inh = -2.4; KCC2 mod = 0.81; Rad51 HR inh = 9; Hck Nef HTS = 0
# O=C(/C=C/c1ccccc1)N/C(=C/c1ccccc1)C(=O)N1CCCCC1 in the list: thrombin 1536 = 1; hK5 inh = -1; FXIa inh 1536 = 1; L929 necroptosis = 2.1; FXIIa inh = 13; TNF death inh = -3.5; KCC2 mod = /; Rad51 HR inh = -2; Hck Nef HTS = -2

# Following part.
SMILES,thrombin 1536,hK5 inh,FXIa inh 1536,L929 necroptosis,FXIIa inh,TNF death inh,KCC2 mod,Rad51 HR inh,Hck Nef HTS
Nc1c(C(=O)Nc2ccccc2F)sc2nc(-c3ccco3)ccc12,-21,-59,-9,-0.1,-4,-3.5,-0.046,3,-1
CC(=O)Nc1cc(C(F)(F)F)ccc1Oc1cccc(Br)c1,-3,-13,0,0.1,10,-4.4,-0.32,8,1
COc1ccc(C(=O)/C=C/C(=O)N(CC(=O)NC2CCCCC2)Cc2ccccc2)c(O)c1,-3,1,-1,20,7,-15,-1.1,20,44
Cc1ccc(CS(=O)(=O)CCC(=O)NCc2cccs2)cc1,-5,-3,-6,-0.2,-8,-6.9,/,/,1
Cc1cccc(NC(=O)CSc2nc3ccc(NC(=O)CSc4nnnn4-c4ccccc4)cc3s2)c1C,-2,-1,-5,1.3,8,-6.7,/,/,12
Cc1cccc(N2CC(c3nc4ccccc4n3C)CC2=O)c1C (stereo not drawn),-6,-14,-10,/,-3,0.9,-0.89,1,-1
COC(=O)c1c(NC(=O)/C=C/c2ccco2)sc2c1CCC2,3,-8,1,1.7,11,3.2,0.82,-3,4
COC(=O)Cc1c(C)c2ccc(OC(=O)c3ccccc3)cc2oc1=O,-5,-8,1,0.2,-1,-1.4,-0.18,5,56*
Cc1ccc(-c2nc(NCc3ccc(F)cc3)n(S(C)(=O)=O)n2)cc1,1,-18,-3,4.0,14,0.9,-0.47,2,5
Cn1cnnc1SCC(=O)c1cc2ccccc2o1,-31,-1,-6,1.2,8,27,0.8,1,16
CC(O)CNc1nc2sc3c(c2c(=O)n1Cc1ccco1)CCCCC3 (stereo not drawn),-2,-3,10,2.6,16,4.2,-1.5,23,3
Cc1ccccc1N/C(=N/S(=O)(=O)c1ccccc1)c1ccc(F)cc1,-12,-4,-2,-0.3,1,0.0,-0.94,/,19
COC(=O)c1ccc(CSc2nnc(C)s2)cc1,-5,-10,-16,0.8,-15,3.8,-1.3,5,0
O=c1[nH]c2ccc(N/C(=N/S(=O)(=O)c3ccccc3)c3ccccc3)cc2[nH]1,-14,7,23,3.3,21,-0.1,0.22,-6,2
Cc1nc2ccc(NC(=O)NC(=O)c3c(Cl)cccc3Cl)cc2o1,-3,2,0,0.0,4,4.4,i,2,18
COc1ccc(C(=O)CSc2nc3ccc([N+](=O)[O-])cc3[nH]2)cc1,-4,4,-5,5.7,-1,2.0,-0.27,-8,1
Cn1c(=O)c2c(nc(CN3CCc4ccccc4C3)n2CCc2ccccc2)n(C)c1=O,/,/,/,1.6,/,0.6,-1,/,-1
